# High-throughput results from PubChem.
# Tat transport: blocks Tat-dependent protein export in E. coli | E. coli MC4100 TorA-mCherry Tat export, fluorescence | inhibition, % at 10 µM | AID 488895 | 340,000 compounds, 0.036% hits;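 active = mean replicate inhibition at least 50% and at least half of replicates individually reaching 50%; inconclusive = only one of the two criteria met; inactive = neither criterion met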;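 note: exported cargo escapes ClpAP degradation while cytoplasmic cargo is degraded and loses fluorescence; 0% = median of neutral control wells and 100% = median of NaSCN control wells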
# V-ATPase pHluor: regulators of yeast V-ATPase proton transport. 350,000 compounds, 0.37% hits. response, % at 10 µM. S. cerevisiae, pHLuorin cytosolic pH fluorescence; in the data active = response mostly above about 7.3%, no sharp cut-off; inactive = mostly below about 5.4%; note: actives read high; inactives centre near 0; some compounds called inactive have numbers as strong as hits; reference of the scale not given here
# CDK5 p35 inh: blocks human CDK5/p35 kinase activity; Q00535+Q15078; Recombinant CDK5/p35, ADP-Glo luminescence, 60 min; inhibition, % at 10 µM; 330,000 compounds, 0.01% hits;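 active = highest replicate inhibition of at least 50% and at least 75% of replicates reaching 50%; inconclusive = only one of the two criteria met; inactive = both criteria failed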;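 note: plate controls were DMSO neutral control for no effect and GW8510 at 10 µM for full effect; many of its hits are not listed in these tables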
# Target sequence (Q00535 whole entry, looked up): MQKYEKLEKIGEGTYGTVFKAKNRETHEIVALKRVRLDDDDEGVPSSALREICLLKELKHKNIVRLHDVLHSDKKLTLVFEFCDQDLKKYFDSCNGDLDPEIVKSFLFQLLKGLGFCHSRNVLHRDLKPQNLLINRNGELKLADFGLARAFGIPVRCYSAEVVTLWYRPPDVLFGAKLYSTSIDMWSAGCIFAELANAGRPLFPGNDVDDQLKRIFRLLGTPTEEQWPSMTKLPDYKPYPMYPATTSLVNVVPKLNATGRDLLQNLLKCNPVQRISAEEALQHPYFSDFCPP
# Target sequence (Q15078 whole entry, looked up): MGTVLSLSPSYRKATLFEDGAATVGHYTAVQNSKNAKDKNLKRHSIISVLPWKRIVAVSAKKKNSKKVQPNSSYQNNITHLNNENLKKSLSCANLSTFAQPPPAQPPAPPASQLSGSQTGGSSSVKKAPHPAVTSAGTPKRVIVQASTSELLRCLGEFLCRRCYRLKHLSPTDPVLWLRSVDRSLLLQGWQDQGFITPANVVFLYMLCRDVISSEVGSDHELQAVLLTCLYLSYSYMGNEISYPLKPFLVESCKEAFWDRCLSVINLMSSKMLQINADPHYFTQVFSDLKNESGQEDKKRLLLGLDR
# dFosB activator: mouse delta FosB homodimer activation; purified delta FosB, TAMRA-CDK5 oligo fluorescence polarization; percent of positive-control signal above neutral wells; activation, % at 25 µM; 340,000 compounds, 0.99% hits;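 active = mean activation above about 17%, with every replicate also reaching it, limit read from the data, passing the limit was not always enough; inconclusive = only one of the two conditions met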;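 note: fluorescence polarization rise as delta FosB binds a TAMRA Cdk5 AP-1 oligo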
# Target sequence (P13346 whole entry, looked up): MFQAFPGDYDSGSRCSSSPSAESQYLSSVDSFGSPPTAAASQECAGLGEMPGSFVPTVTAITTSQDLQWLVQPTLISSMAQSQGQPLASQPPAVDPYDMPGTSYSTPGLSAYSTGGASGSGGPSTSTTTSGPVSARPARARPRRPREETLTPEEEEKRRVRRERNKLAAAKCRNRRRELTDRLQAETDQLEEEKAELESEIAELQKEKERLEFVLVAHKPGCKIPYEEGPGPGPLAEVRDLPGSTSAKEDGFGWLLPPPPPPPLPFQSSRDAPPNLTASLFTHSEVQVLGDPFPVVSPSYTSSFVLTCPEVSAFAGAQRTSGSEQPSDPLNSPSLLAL
# RTF Ca sens act: cardiac RTF calcium sensitization; IANBD-labeled TnC RTF fluorescence at EC20 calcium; 0% EC20 calcium, 100% full calcium; activation, % at 7.2 µM; 340,000 compounds, 0.24% hits;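 active = activation above the mean over all tested compounds plus 3 SD, cut at about 30% in these data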;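 note: rise in fluorescence read as greater calcium sensitivity of cardiac thin filaments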
# CAL PDZ FP-1: inhibitors of human CAL PDZ peptide binding; Q9HD26; purified CAL PDZ, TMR-peptide fluorescence polarization, 1 h; inhibition, % at 20 µM; 330,000 compounds, 0.02% hits; AID 504414;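 active = highest replicate inhibition of at least 40%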;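 note: plate controls were DMSO neutral control wells for no effect and unlabeled competitor peptide control wells for full effect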
#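 System: purified tagged CAL PDZ domain construct (CerCALP). Schedule: 1 h incubation at room temperature before polarization reading. Medium: 25 mM sodium phosphate pH 7.4, 150 mM NaCl, TCEP, IgG, Thesit. Read-out: percent inhibition from loss of millipolarization. Measured by: FP readout, S and P plane fluorescence. Probe or stimulus: fluorescent TMR peptide probe.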
# Wnt act: Wnt/beta-catenin pathway activation. Wnt/beta-catenin reporter cell assay, activator, plate reader. 300,000 compounds, 1.2% hits. activation, % at 9.35 µM; in the data active = activation above about 30%, passing the limit was not always enough; inconclusive = no clear call, values can overlap the other calls;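 note: 0% = neutral control wells and 100% = positive control wells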
# Rtt109 HAT inh: inhibitors of Candida albicans Rtt109/Vps75 histone acetyltransferase; Q5AAJ8; purified Rtt109/Vps75, ThioGlo CoA-SH fluorescence, 4 h; inhibition, % at 34.9 µM; 330,000 compounds, 0.16% hits;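 active = inhibition of at least 50% in every replicate; inconclusive = best replicate reaches 50% inhibition but some replicates fall short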
# MITF TRPM1 HTS: MITF TRPM1 promoter activation in melanoma cells; SK-MEL-5 TRPM1-promoter luciferase, 24 h; % of positive control, neutral wells = 0; activation, % at 12.5 µM; 300,000 compounds, 0.75% hits; AID 588334;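 active = mean activation of at least 80% with every replicate also reaching 80%; inconclusive = mean reaches 80% but some replicate falls short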;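 note: 0% = neutral control wells and 100% = parthenolide positive control wells; values of inactives mirror those of a sister screen read the other way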
# CAL PDZ FP-2: CAL PDZ (human) peptide binding inhibition | Q9HD26 | purified CAL PDZ, TMR-peptide fluorescence polarization, 1 h | inhibition, % at 24.9 µM | AID 602252 | 300,000 compounds, 0.92% hits;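 active = mean inhibition of at least 30% with at least half of replicates also reaching 30%; inconclusive = no clear call, values can overlap the other calls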;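 note: 0% = DMSO neutral control and 100% = excess unlabeled competitor peptide PRC23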
# Active calls of the source: *; ? = inconclusive; . = no result given; & = joins results of further samples.
SMILES,Tat transport,V-ATPase pHluor,CDK5 p35 inh,dFosB activator,RTF Ca sens act,CAL PDZ FP-1,Wnt act,Rtt109 HAT inh,MITF TRPM1 HTS,CAL PDZ FP-2
CC(C)C(=O)Nc1ccc(C(=O)NNC(=S)NC(=O)c2ccco2)cc1,-4,-1,-1.3,-4,0,-1.3,0,1,-6,1
COc1ccc(N(C(=O)C2CSC(=O)C2)C(C(=O)NC(C)(C)C)c2ccncc2)cc1 (stereo unspecified),-7,-1,-1.1,-10,9,-1.7,-1,14,.,.
O=C(O)c1ccc(-c2nc(-c3cccc(C(F)(F)F)c3)cs2)cc1,1,-2,0.2,-1,-2,-3.1,-2,-8,39,-2
COc1ccc(-c2sc3cc4c(cc3c2-c2ccc3c(c2)OCCO3)OCO4)cc1,-4,7,0.4,-2,3,0.4,3,-10,7,-3
CCC1(c2ccccc2)NC(=O)N(CC(=O)N(c2ccccc2)C2CCS(=O)(=O)C2)C1=O (stereo unspecified),11,3,0.2,-2,6,0.4,3,-9,5,-5
C/C(NC(=O)c1cccc(F)c1)=C1/C(=O)C[C@@H]2[C@H]1C2(C)C,3,-5,-0.2,-5,-5,0.0,.,-5,109*,-7
O=C(NCCNC(=O)c1cc(OCC(F)(F)F)ccc1OCC(F)(F)F)Nc1ccc(OC(F)(F)F)cc1,-1,6,-0.5,38*,-2,-0.3,.,5,.,1
COc1ccc(CCC(=O)N2CCN(c3ccc([N+](=O)[O-])cc3)CC2)cc1OC,34,1,-0.2,-10,-5,0.0,0,-1,-5,.
CCOc1cc(CN2CCc3c([nH]c4ccccc34)C2)ccc1OC,5,-1,0.2,-4,3,-0.3,-1,-2,-6,.
COc1nc2ccccc2nc1N1CCN(Cc2ccc3c(c2)OCO3)CC1,10,-1,-0.5,-7,0,-1.0,-2,3,8,2
C=C(C)CSc1nc2sc3c(c2c(=O)n1-c1ccccc1)CCN(C)C3,3,4,1.1,4,2,-2.3,-9,3,3,-5
Cc1ccc(S(=O)(=O)N(CC(=O)Nc2cccnc2)c2ccc(Br)cc2)cc1,-1,0,1.4,-22,-2,-1.7,-3,0,-9,-3
CCOC(=O)Cn1c(=O)oc2cc(S(=O)(=O)N3CCN(c4ccccn4)CC3)ccc21,-3,-1,1.5,3,3,-1.9,-4,9,.,.
Cc1nc(C2CCCCC2)c(-c2ccccc2)c(N2CCOC2=O)c1C,-15,1,-3.2,-13,-1,-0.4,-1,-9,13,-3
CCOC(=O)C(C#N)C(Cc1ccccc1)c1ccco1 (stereo unspecified),0,0,-0.7,-8,3,-0.4,.,-2,5,-4
Cc1ccc(Sc2ccc(NC(=O)CCl)cc2)cc1C,11,1,-0.3,-13,4,-0.3,4,.,-1,-2
N=c1sccn1CC(=O)N1N=C(c2ccc(Cl)cc2)CC1c1ccco1 (stereo unspecified),3,4,0.2,-4,14,-2.9,-2,0,17,-2
C1CC(CN2CCOCC2)CN(Cc2nc(CC3CC3)no2)C1 (stereo unspecified),-2,3,-1.6,5,1,-1.0,0,7,7,-3
NC(=S)Nc1ccc2c(c1)OCO2,1,-1,-4.0,0,0,-0.1,4,-8,3,4
COc1cc2c(cc1OC)C(c1ccccc1Br)NC(=O)C2 (stereo unspecified),5,-6,-0.7,-7,3,0.2,1,-2,25,.
Cc1ccc(S(=O)(=O)/N=C(\N)Nc2nc(C)c3ccc(C)cc3n2)cc1,-3,6,0.5,1,-2,-1.7,.,-6,20,.
CC(C)(C)OC(=O)[C@H](Cc1ccccc1)NC(=O)c1[nH]cnc1C(=O)N[C@@H](Cc1ccccc1)C(=O)OCc1ccccc1,6,-9,1.1,-10,-3,0.0,-10,-1,0,-2
CCNC(=O)c1ccccc1-c1nc(-c2ccccc2OC)no1,-4,1,0.7,-3,2,1.3,2,-6,-5,-1
COCCNC(=O)C(=O)Nc1ccc2c(c1)N(S(=O)(=O)c1cccs1)CCC2,-7,2,-1.1,-6,-3,-1.3,-6,1,-25,-3
CC1(C)CC(=O)C(N=Nc2ccc(-c3ccccc3)cc2)=C(O)C1,4,-2,0.7,-7,-3,-0.2,0,2,96*,.
COc1cccc(-c2cn3nc(C)c(C)nc3n2)c1,-3,2,5.3,-4,1,-2.1,.,-83,37,-2
CC1CCCCC1NC(=O)COC(=O)c1c2c(nc3ccccc13)/C(=C\c1ccco1)CC2 (stereo unspecified),-8,-3,2.0,-22,8,-0.3,-9,-10,10,2
CCNC(=O)c1ccccc1SCc1ccccc1,-11,1,-1.0,3,-2,-0.8,-5,-3,-4,2
COc1ccc(CNC(=O)c2ccc(Br)o2)cc1,-9,2,0.2,-6,1,-0.5,4,2,2,-3
COc1ccccc1N(CC(=O)NCC1CCCO1)C(=O)CCC(=O)Nc1nccs1 (stereo unspecified),8,8,0.1,-1,1,-0.6,.,1,0,-2
CCOC(=O)Cn1cc(Cl)c(=O)c(Cl)c1,5,3,0.5,-1,4,0.1,0,-3,-23,15
O=C(CC1CC2CCC1C2)NCc1cccs1 (stereo unspecified),-1,1,-3.9,8,11,-4.2,10,9,12,-9
Cc1nc(-n2nnc(CO)c2CO)nc2c1CCC2,-5,-2,-1.7,0,-5,0.0,-1,11,-4,3
CN1CCN(C(=O)C2(NC(=O)Nc3ccccc3Cl)CCCCC2)CC1,2,-3,1.8,2,4,-0.8,.,-3,1,-2
COC(=O)c1[nH]c2ccccc2c1NC(=O)CN1CCN(c2cccc(Cl)c2)CC1,0,1,-0.2,-7,-2,0.5,.,?,.,.
O=C(NNC(=S)Nc1cccc(C(F)(F)F)c1)c1ccc(Cl)cc1Cl,-2,-1,3.6,-1,-5,-0.5,-4,3,8,-2
O=C(NC1CCCC1)C(c1ccncc1)N(Cc1ccco1)C(=O)c1ccc(-c2ccccc2)[nH]1 (stereo unspecified),-1,-3,0.4,-10,8,-2.1,12,11,-4,-2
Cc1c(C(=O)Nc2ccccc2)sc2nc[nH]c(=O)c12,27,6,1.0,0,-3,-0.8,.,5,18,-6
O=C(O)CCNC(=O)c1ccc(NC(=O)C(c2ccccc2)c2ccccc2)cc1,0,4,-1.5,-4,4,0.4,1,.,1,-3
CCOC(=O)C1=C(COC(=O)COc2cc(C)ccc2C)NC(=O)NC1C (stereo unspecified),11,5,0.5,0,-13,-0.6,-4,-3,7,.
CC(=O)Nc1ccc(S(=O)(=O)N(Cc2ccccc2)c2ccccn2)cc1,3,-1,-1.1,2,-4,-0.1,-1,-1,.,-4
COc1ccc(S(=O)(=O)N(C)C[C@@H]2Oc3ccc(NC(=O)Nc4c(C)noc4C)cc3C(=O)N([C@H](C)CO)C[C@@H]2C)cc1,-5,-1,0.8,2,-4,0.0,-2,17,0,-1
Cc1ccccc1CN1CCN(c2nc3ccccc3s2)CC1,2,-2,1.5,-1,-6,1.9,?,4,76,-3
Cc1c(C(=O)N2CCN(c3ccccn3)CC2)cccc1[N+](=O)[O-],0,3,-0.6,6,2,-0.8,-2,-4,4,-2
CCN(C(=O)COc1cc(=O)n(C)c2ccccc12)c1cccc(Cl)c1,-14,-2,1.8,2,-2,-1.0,.,11,.,-2
COc1ccc(-n2c(C)c(C)c3c(NCCN(C)C)ncnc32)cc1,0,1,0.1,-4,2,-0.9,-2,5,12,3
CCOc1ccc(OCCC(=O)OCC(=O)NC2CCCCC2)cc1,-4,-1,0.1,0,-3,-2.5,2,-9,11,-2
COCC(C)n1c(SCC(=O)c2cc(C)n(C)c2C)nc2ccccc2c1=O (stereo unspecified),6,-2,0.1,-6,-2,0.7,-2,0,-6,0
Cc1nnc(SCc2ccc(C(=O)Nc3cc(Cl)ccc3C)cc2)s1,0,-3,3.8,-9,2,-0.6,.,12,14,-4
CCOc1cc(C(=O)Nc2ccc(S(=O)(=O)Nc3cc(C)on3)cc2)cc(OCC)c1OCC,2,-1,-3.9,3,1,-0.2,.,-7,-3,-4
C=CCON/C(CCC)=C1\C(=O)C(C(=O)OC)C(C)(C)CC1=NC (stereo unspecified),4,2,-0.8,-7,2,-1.6,-23,9,15,3
CCSc1nnc(-c2sc3nnc(-c4ccccc4)c(-c4ccccc4)c3c2N)o1,4,-2,-1.6,-4,83*,-3.3,.,-2,2,7
O=C(Cc1ccc2c(c1)OCCO2)Nc1cccc(S(=O)(=O)N2CCOCC2)c1,0,1,1.0,-8,-3,-1.7,-4,2,.,-6
COc1ccc(CCNC(=O)COc2ccc(N(C)S(=O)(=O)c3ccc(C)cc3)cc2)cc1,-3,3,2.0,-23,-4,-2.1,-4,34,-8,-2
CCOC(=O)c1ccc(NC(=O)Nc2cccc(C)n2)cc1,-1,3,-0.8,3,-1,-1.7,0,-9,18,0
CC(Sc1nc2ccccc2o1)C(=O)O (stereo unspecified),-5,6,-0.2,5,3,-0.1,-2,1,54,3
COC1CCCN(Cc2cn(C)nc2-c2ccc(Oc3ccccc3)cc2)C1 (stereo unspecified),10,-1,-0.8,-13,6,-2.1,0,-4,18,0
CC(C)(C)[C@H]1COC(=O)CCC/C=C/C[C@H](CC(=O)N(CCO)Cc2ccccc2)C(=O)N1,-8,-1,1.4,-3,1,-0.1,0,4,-3,-3
CCOC(=O)/C(C#N)=C/c1ccc(OCC(=O)Nc2ccc(OC)cc2)c(OC)c1,13,-2,-0.9,6,4,-1.2,.,-49,.,75*
CN(CC(=O)Nc1ccc(N2CCOCC2)cc1)Cc1cc(=O)n2ccsc2n1,-9,1,-1.4,4,0,-0.2,-1,-1,-1,-4
# More entries.
SMILES,Tat transport,V-ATPase pHluor,CDK5 p35 inh,dFosB activator,RTF Ca sens act,CAL PDZ FP-1,Wnt act,Rtt109 HAT inh,MITF TRPM1 HTS,CAL PDZ FP-2
C/C(CCc1ccc2c(c1)OCO2)=N\N=C1\NC(=O)CC(C(=O)Nc2ccc(C(=O)O)cc2)S1 (stereo unspecified),1,-2,-1.4,9,3,-1.8,-1,-3,-18,0
CCc1cccc(C)c1NC(=O)CN(C)S(=O)(=O)c1ccc(-c2ccc(=O)[nH]n2)s1,-6,-1,-1.5,-9,-1,-2.4,3,-4,6,-5
Cc1ccc(C)c(NC(=O)C2Cc3ccccc3CN2C(=O)OCc2ccccc2)c1 (stereo unspecified),-6,-2,-1.5,0,3,-3.1,-4,0,3,3
COc1ccc(/C=C2\SC(=O)N(CC(=O)N(C)C3CCS(=O)(=O)C3)C2=O)cc1 (stereo unspecified),1,-1,0.2,-7,0,-1.7,0,34,8,4
CCCCc1ccc(NS(=O)(=O)N(C)C)cc1,0,4,-0.4,-3,1,-1.8,-15,?,.,7
O=C(c1ccc(Cl)c(S(=O)(=O)N2CCCCCC2)c1)N1CCN(CCO)CC1,3,0,1.9,-1,4,.,-2&0,-1,-8,-2
